IMP-1 inh: inhibitors of Pseudomonas aeruginosa IMP-1 metallo-beta-lactamase. purified IMP-1, nitrocefin hydrolysis, epi-absorbance fluorescence. inhibition, % at 5.6 µM. actives 0.45% (n = 290,000). AID 1556;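 active = inhibition above the mean plus 3 SD of all compounds in the same screening run, cut at about 4.5% in these data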;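 note: 0% = IMP-1 with DMSO and 100% = DMSO wells lacking enzyme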
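System: purified IMP-1; amount: IMP-1 0.2 nM before substrate addition; compound: single dose, 5.6 µM; times: 25 °C, 15 min preincubation, 25 min reaction; signal: Epi-absorbance via hydrolysed-nitrocefin quenching of white-plate fluorescence, 480/530 nm, EDTA stop; benchmarks: DMSO with and without IMP-1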
NS3 helicase inh: inhibitors of Hepatitis C virus NS3 helicase | AID 1800 | inhibition, % at 10.9 µM | actives 0.56% (n = 290,000) | NS3 helicase DNA unwinding, Cy5 molecular beacon fluorescence;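 active = inhibition above the mean of all tested compounds plus 3 SD, set per campaign, cut at about 35% in these data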;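 note: 0% = DMSO wells and 100% = thioflavine S control wells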
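System: HCV NS3 helicase fragment; control set: DMSO and thioflavine S; technique: Cy5 fluorescence at 0 and 60 min, beacon hairpin quenching; reagent: beacon DNA duplex substrate plus ATP; replicates: singlicate; schedule: 1 h reaction at 25 °C, ATP-initiated; medium: MOPS buffer pH 6.5 with MgCl2, DTT, Tween20, BSA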
FID counter: fluorescent intercalator displacement, NS3 helicase counter-screen | DNA fluorescent intercalator displacement, fluorescence | inhibition, % at 7.9 µM | actives 0.17% (n = 290,000); in the data active = inhibition above about 37%;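 note: 0% = vehicle and 100% = reference compound; higher means more ethidium bromide displaced from hairpin DNA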
VIM-2 inhibitor: inhibitors of Pseudomonas aeruginosa VIM-2 metallo-beta-lactamase; AID 1527; inhibition, % at 5.6 µM; purified VIM-2, nitrocefin hydrolysis, epi-absorbance fluorescence; actives 0.89% (n = 290,000);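 active = inhibition above the mean of all tested compounds plus 3 SD, cutoff set per screening run, cut at about 7.5% in these data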;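 note: red hydrolysis product quenches plate fluorescence so inhibitors raise well fluorescence; 0% = enzyme with DMSO and 100% = DMSO without enzyme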
SUMO HTRF inh: blocks human SUMOylation mediated by UBC9. P63279. HTRF SUMOylation assay, SAE1/SAE2 + UBC9, in vitro. inhibition, % at 35 µM. actives 0.36% (n = 290,000). AID 2006; in the data active = inhibition above about 50%, passing the limit was not always enough; note: strong numbers were not always called active
PHOSPHO1 block: inhibitors of human PHOSPHO1 phosphatase | Q8TCT1 | recombinant PHOSPHO1, absorbance phosphatase assay | inhibition, % at 13.3 µM | actives 1.1% (n = 290,000); in the data active = inhibition above about 60%
pCIP destab: compounds decreasing mouse p/CIP protein stability; Q05BA5; F442A p/CIP-EGFP cells, EGFP fluorescence, 16 h; decrease of EGFP signal, % at 10 µM; actives 0.01% (n = 290,000); AID 1984;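 active = EGFP signal decrease of at least 30% at 10 µM or well 3 SD below plate mean, unless failing retest; inactive = the rest, including hits failing retest or dose response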; note: some compounds called inactive have numbers as strong as hits; many of its hits are not listed in these tables
Target sequence (Q05BA5 1-1403): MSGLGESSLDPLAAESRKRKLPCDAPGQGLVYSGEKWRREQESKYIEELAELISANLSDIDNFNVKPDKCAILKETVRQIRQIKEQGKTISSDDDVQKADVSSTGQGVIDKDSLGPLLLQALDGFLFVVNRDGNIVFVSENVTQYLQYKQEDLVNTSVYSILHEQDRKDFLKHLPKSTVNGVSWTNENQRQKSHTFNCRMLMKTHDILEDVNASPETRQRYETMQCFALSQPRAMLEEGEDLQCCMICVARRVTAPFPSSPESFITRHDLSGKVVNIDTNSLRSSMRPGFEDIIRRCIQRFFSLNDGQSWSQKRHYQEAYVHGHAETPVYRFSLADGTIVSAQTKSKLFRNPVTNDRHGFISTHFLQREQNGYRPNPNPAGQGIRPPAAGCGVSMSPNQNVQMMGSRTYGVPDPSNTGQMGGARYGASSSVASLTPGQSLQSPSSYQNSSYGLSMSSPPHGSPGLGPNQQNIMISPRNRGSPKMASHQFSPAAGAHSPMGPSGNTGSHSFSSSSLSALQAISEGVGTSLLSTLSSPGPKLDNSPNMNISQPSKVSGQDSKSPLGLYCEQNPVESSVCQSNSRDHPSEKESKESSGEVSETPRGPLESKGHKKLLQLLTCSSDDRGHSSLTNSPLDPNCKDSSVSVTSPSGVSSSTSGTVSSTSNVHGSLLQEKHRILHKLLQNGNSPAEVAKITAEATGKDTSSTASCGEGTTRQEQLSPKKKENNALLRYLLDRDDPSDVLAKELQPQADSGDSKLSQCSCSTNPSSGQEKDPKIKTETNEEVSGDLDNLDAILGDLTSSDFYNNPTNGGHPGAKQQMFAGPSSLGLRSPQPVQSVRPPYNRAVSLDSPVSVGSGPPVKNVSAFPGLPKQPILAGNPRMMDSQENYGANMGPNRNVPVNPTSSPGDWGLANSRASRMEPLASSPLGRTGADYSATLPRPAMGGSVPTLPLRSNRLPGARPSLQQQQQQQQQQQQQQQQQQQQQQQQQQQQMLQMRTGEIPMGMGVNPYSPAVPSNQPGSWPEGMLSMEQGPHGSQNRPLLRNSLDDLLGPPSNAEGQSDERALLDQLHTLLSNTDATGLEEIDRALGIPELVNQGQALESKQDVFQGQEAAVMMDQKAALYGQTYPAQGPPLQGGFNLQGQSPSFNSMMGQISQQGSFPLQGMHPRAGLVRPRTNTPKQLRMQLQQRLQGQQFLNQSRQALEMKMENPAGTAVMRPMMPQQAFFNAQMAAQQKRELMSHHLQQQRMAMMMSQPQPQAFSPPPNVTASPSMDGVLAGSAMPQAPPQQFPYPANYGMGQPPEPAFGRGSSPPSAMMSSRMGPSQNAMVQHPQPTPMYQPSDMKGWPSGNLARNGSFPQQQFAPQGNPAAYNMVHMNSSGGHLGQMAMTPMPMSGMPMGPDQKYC
MEKK3 PB1 HTS: MEKK3-MEK5 PB1 interaction, increase or decrease. Q99759. bead-based flow cytometry, Alexa488-MEK5 binding to MEKK3; actives lie on both sides; 0 = blocked by unlabeled MEK5, 100 = vehicle. binding response (% of control), % at 10 µM. actives 1.4% (n = 290,000);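 active = binding response more than 3 SD above or below the average of its plate-row segment, actives on both sides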;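 note: Alexa488 bead fluorescence after subtracting the streptavidin-only scavenger bead signal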
IDE act: boosts human insulin-degrading enzyme activity in HEK cells. P14735. FAbeta-B cleavage, fluorescence polarization; 0% vehicle, 100% cell-free pure enzyme wells. activation, % at 5.96 µM. actives 0.073% (n = 340,000). AID 493087;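 active = activation above the mean of all tested compounds plus 3 SD, set per screening campaign, cut at about 17% in these data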
Numbers without * were called inactive; x = not tested or not shown.

1) NC(=O)CC(NC(=O)c1ccc(Br)cc1)c1ccc(NCc2ccc(F)c(F)c2)c([N+](=O)[O-])c1 (stereo unspecified)
2) O=C(c1cccc(N2C(=O)C3C4C=CC(C4)C3C2=O)c1)N1CCN(c2ccccc2)CC1 (stereo unspecified)
3) CCOC(=O)c1ccccc1NC(=O)CN(c1ccccc1C)S(C)(=O)=O
4) CC(C)[C@H](NC(=O)[C@@H]1Cc2ccccc2CN1C(=O)OC(C)(C)C)C(=O)NCC1CCCO1 (stereo partly specified)
5) O=C(CN(c1ccccc1)S(=O)(=O)c1ccccc1[N+](=O)[O-])N1CCCC1
6) Cc1cc(NCCN2CCOCC2)n2nc(C)c(-c3ccc(Cl)cc3)c2n1
7) Cc1ccc(NC(=O)CSc2nnc(CNC(=O)c3cccs3)o2)cc1
8) CC(NC(=O)C12CC3CC(CC(C3)C1)C2)c1ccc2c(c1)OCCO2 (stereo unspecified)

Screen / compound no.	1	2	3	4	5	6	7	8
IMP-1 inh	x	-2.6	-2.4	-5.1	-4.0	-4.8	-2.2	-3.9
NS3 helicase inh	x	8	4	27	3	-15	10	-1
FID counter	x	-20	-35	-39	-7	8	-4	-12
VIM-2 inhibitor	x	0.8	-1.7	-3.0	-3.1	-2.5	-2.8	-1.2
SUMO HTRF inh	24	1	12	5	-2	18	-27	7
PHOSPHO1 block	30	-8	-3	32	22	-37	-10	1
pCIP destab	-12	-16	-16	-2	11	-12	12	-9
MEKK3 PB1 HTS	78	71	99	98	104	103	102	103
IDE act	2	1	2	0	1	-1	0	-3

9) CC(C)CN1C(=O)c2ccc(C(=O)Nc3c[nH]c(=O)[nH]c3=O)cc2C1=O
10) O=C(Nc1ccc2c(c1)OCCO2)C1CCCN(S(=O)(=O)c2cccs2)C1 (stereo unspecified)
11) COC(=O)c1ccc(/C=N/NS(=O)(=O)c2cc(C)ccc2C)cc1
12) CCOc1nc(OCC)nc(-n2cc(-c3ccccc3)nn2)n1
13) O=C(COc1ccc(C(=O)c2ccccc2)cc1)NC1CCCCCC1
14) Cc1c(/C=N/N2C(=O)C3C4C=CC(C4)C3C2=O)c2ccccc2n1C (stereo unspecified)
15) COc1ccc(Oc2nc(SC)nc3ccsc23)cc1
16) Cc1noc(C)c1C(=O)N1CCC2(CC1)Oc1ccc(F)cc1C(=O)C21CC(c2ccc(Cl)cc2)=NO1 (stereo unspecified)

Screen / compound no.	9	10	11	12	13	14	15	16
IMP-1 inh	-1.7	-1.3	-2.1	-3.3	-1.7	-1.4	-1.6	x
NS3 helicase inh	-10	-4	1	4	5	-9	-9	x
FID counter	2	-15	-3	-7	-36	-13	-4	x
VIM-2 inhibitor	-3.9	-3.1	-8.3	-2.2	-4.3	1.3	2.5	x
SUMO HTRF inh	9	2	4	14	1	-1	-7	-18
PHOSPHO1 block	-1	19	8	13	13	-2	24	9
pCIP destab	3	-4	-3	-22	-23	-3	5	1
MEKK3 PB1 HTS	102	96	106	x	102	106	108	94
IDE act	-3	0	-2	0	-2	-2	-3	-1

17) c1ccc(Sc2cccc3ccccc23)c(CNC2=NCCN2)c1
18) CCOC(=O)C1=C(C)N=C2SC(C(=O)OC)=CC(=O)N2C1c1ccc(OC)cc1 (stereo unspecified)
19) CCOC(=O)/C(=C/c1ccc(OC(=O)c2ccccc2)cc1)C(C)=O
20) CSc1ncc(CN2CCN(C3CCCC3)C(CCO)C2)cn1 (stereo unspecified)
21) CN(Cc1ccc(C(F)(F)F)cc1)C(=O)C1CCC(=O)N(C2CC2)C1 (stereo unspecified)
22) Cc1ccc(CSc2nnc(Nc3ccc(C)cc3)s2)cc1
23) Cc1cc(NC(=O)COc2ccccc2C)no1
24) CCCCC1=CC2=C(c3ccco3)C(=O)C(C)(OC(=O)c3ccc(OC)cc3)C(=O)C2=CN1Cc1ccc2c(c1)OCO2 (stereo unspecified)

Screen / compound no.	17	18	19	20	21	22	23	24
IMP-1 inh	0.3	-3.1	-1.4	-2.9	-1.8	-1.4	-2.2	x
NS3 helicase inh	-57	16	0	4	5	-1	1	x
FID counter	16	-27	-2	3	-20	0	5	x
VIM-2 inhibitor	0.4	-4.1	-1.4	-2.3	-0.8	-4.9	-6.5	x
SUMO HTRF inh	3	-28	12	6	0	9	1	0
PHOSPHO1 block	0	-1	7	14	51	40	3	18
pCIP destab	-7	-7	10	10	0	-14	2	2
MEKK3 PB1 HTS	97	97	97	99	98	101	101	120
IDE act	3	0	-6	5	6	-1	-2	-4

Numbers 21–22, quoted:
21) CN(Cc1ccc(C(F)(F)F)cc1)C(=O)C1CCC(=O)N(C2CC2)C1 (stereo unspecified)
22) Cc1ccc(CSc2nnc(Nc3ccc(C)cc3)s2)cc1

Screen / compound no.	21	22
IMP-1 inh	-1.8	-1.4
NS3 helicase inh	5	-1
FID counter	-20	0
VIM-2 inhibitor	-0.8	-4.9
SUMO HTRF inh	0	9
PHOSPHO1 block	51	40
pCIP destab	0	-14
MEKK3 PB1 HTS	98	101
IDE act	6	-1

Next section:
25) COc1ccc(-c2cc([C@H]3[C@H]4C=CC[C@@H](C)[C@@H]4C(=O)N3Cc3ccccc3)ccc2F)cc1
26) Cc1nnc(NC(=O)c2ccc(S(=O)(=O)N3CCCCCC3)cc2)o1
27) Cc1ccc(C)c(NC(=S)NCc2ccc3c(c2)OCO3)c1
28) Cc1ccc(S(=O)(=O)Nc2cc(=O)[nH]c3c2CCC3)cc1
29) COc1ccc(O)c(C(=O)C2c3ccccc3C(=O)N2c2ccc(C)cc2)c1 (stereo unspecified)
30) CC(=O)Nc1ccc(CN2CCCC(CO)(Cc3ccccc3C)C2)cc1 (stereo unspecified)
31) COCCN1Cc2cccc(C(=O)NCCCN3CCCC3=O)c2C1=O
32) COc1ccc(Cl)cc1NC(=O)CC(C)c1ccccc1 (stereo unspecified)

Screen / compound no.	25	26	27	28	29	30	31	32
IMP-1 inh	x	-4.2	-1.4	-2.4	-0.1	-0.1	-3.1	-3.0
NS3 helicase inh	x	2	1	-1	18	3	1	-7
FID counter	x	-21	-7	-2	-2	8	-4	-12
VIM-2 inhibitor	x	-3.8	-3.2	-2.1	2.1	-0.5	-2.5	-0.4
SUMO HTRF inh	-2	20	-12	2	16	3	-6	-2
PHOSPHO1 block	22	63*	-10	3	42	50	23	8
pCIP destab	-16	2	4	-7	-3	0	-17	-1
MEKK3 PB1 HTS	108	107	98	101	89	97	100	113
IDE act	6	2	1	7	-8	-5	-3	-2

Entries of single compounds from above. Order of values: IMP-1 inh, NS3 helicase inh, FID counter, VIM-2 inhibitor, SUMO HTRF inh, PHOSPHO1 block, pCIP destab, MEKK3 PB1 HTS, IDE act
Cc1cc(NCCN2CCOCC2)n2nc(C)c(-c3ccc(Cl)cc3)c2n1 across the screens: -4.8, -15, 8, -2.5, 18, -37, -12, 103, -1
NC(=O)CC(NC(=O)c1ccc(Br)cc1)c1ccc(NCc2ccc(F)c(F)c2)c([N+](=O)[O-])c1 (stereo unspecified) across the screens: x, x, x, x, 24, 30, -12, 78, 2
CSc1ncc(CN2CCN(C3CCCC3)C(CCO)C2)cn1 (stereo unspecified) across the screens: -2.9, 4, 3, -2.3, 6, 14, 10, 99, 5
c1ccc(Sc2cccc3ccccc23)c(CNC2=NCCN2)c1 across the screens: 0.3, -57, 16, 0.4, 3, 0, -7, 97, 3

Following part
33) Cn1ccnc1C1CCCCN1Cc1nc(Cc2cccc(C(F)(F)F)c2)no1 (stereo unspecified)
34) COc1cccc(CNC(=O)CN2C(=O)COc3ccc(S(=O)(=O)N4CCOCC4)cc32)c1
35) CCO[C@@H]1OC(C(=O)NC2CC2)=C[C@H](C2CC2)[C@H]1CCCO
36) CCN1CCN(S(=O)(=O)Cc2ccccc2Cl)CC1
37) COc1ccc(N2C(=O)CCC(C(=O)N3CCCCC3)C2c2ccc(OC)c(OC)c2)cc1 (stereo unspecified)
38) O=C(CSCc1ccccc1Br)N/N=C/c1ccccc1C(=O)O
39) COC(=O)c1nnn(CC(=O)NC(=O)Nc2ccccc2F)c1C(=O)OC
40) O=S(=O)(Nc1ccc(O)c2ccccc12)c1ccc(Br)cc1

Screen / compound no.	33	34	35	36	37	38	39	40
IMP-1 inh	-2.8	0.0	x	2.6	-2.6	-1.2	-0.5	-1.9
NS3 helicase inh	-7	12	x	6	0	0	9	2
FID counter	4	-3	x	-3	-12	-23	-14	-13
VIM-2 inhibitor	-4.3	-0.6	x	-0.5	-2.1	-0.2	-0.5	0.4
SUMO HTRF inh	-1	x	10	6	-11	5	6	86*
PHOSPHO1 block	27	36	22	34	22	39	-10	46
pCIP destab	8	1	-10	6	4	20	5	-1
MEKK3 PB1 HTS	104	103	92	87	99	83	100	103
IDE act	2	-1	3	3	1	2	6	x

41) N#Cc1ccc(CSC2=NCCN2)cc1
42) Cc1nn(-c2ccccc2)c(C)c1C(=O)OCC(=O)N(C)C1CCS(=O)(=O)C1 (stereo unspecified)
43) COc1ccccc1S(=O)(=O)Nc1ccc(-c2nnc3n2CCCCC3)cc1
44) COc1ccc(-n2c(=O)cc(N3CCN(Cc4ccccc4)CC3)[nH]c2=O)cc1
45) COc1ccc(NC(=O)NC2CCCCCCC2)cc1
46) CC(=O)C1=C(C)Nc2ncnn2C1c1cccc(Br)c1 (stereo unspecified)
47) O=c1cc(CO)oc(CN2CCN(Cc3ccccc3)CC2)c1O
48) Cc1ccc(S(=O)(=O)c2c(C)nn(C(C)(C)C)c2OC(=O)C(C)C)cc1
49) COc1cc(S(=O)(=O)NCc2ccccn2)c(OC)cc1Cl

Screen / compound no.	41	42	43	44	45	46	47	48	49
IMP-1 inh	-0.8	-1.9	-1.2	-2.1	-2.8	-5.4	2.0	0.9	-3.2
NS3 helicase inh	-1	4	-9	5	0	13	8	-1	3
FID counter	4	-4	-23	-12	-24	-7	1	-16	-6
VIM-2 inhibitor	-2.1	-2.1	-1.6	-4.1	-2.8	-4.0	2.2	0.5	-2.5
SUMO HTRF inh	3	3	-11	22	6	22	15	6	6
PHOSPHO1 block	12	2	33	6	-10	40	-23	24	4
pCIP destab	-2	3	-5	7	-16	-2	-10	-5	0
MEKK3 PB1 HTS	104	83	101	103	106	99	116	92	79
IDE act	1	-5	-6	-5	3	5	-1	0	5

A portion of the library; rates above refer to the full screens.
